M1 PAM: human CHRM1 positive allosteric modulation | P11229 | CHO-K1 hM1, Fluo-8 calcium fluorescence, ACh EC20; 0% = ACh EC20, 100% = maximal ACh | activation, % at 3 µM | 360,000 compounds, 0.088% hits; in the data active = activation above about 19%, passing the limit was not always enough
Target sequence (P11229 whole entry, looked up): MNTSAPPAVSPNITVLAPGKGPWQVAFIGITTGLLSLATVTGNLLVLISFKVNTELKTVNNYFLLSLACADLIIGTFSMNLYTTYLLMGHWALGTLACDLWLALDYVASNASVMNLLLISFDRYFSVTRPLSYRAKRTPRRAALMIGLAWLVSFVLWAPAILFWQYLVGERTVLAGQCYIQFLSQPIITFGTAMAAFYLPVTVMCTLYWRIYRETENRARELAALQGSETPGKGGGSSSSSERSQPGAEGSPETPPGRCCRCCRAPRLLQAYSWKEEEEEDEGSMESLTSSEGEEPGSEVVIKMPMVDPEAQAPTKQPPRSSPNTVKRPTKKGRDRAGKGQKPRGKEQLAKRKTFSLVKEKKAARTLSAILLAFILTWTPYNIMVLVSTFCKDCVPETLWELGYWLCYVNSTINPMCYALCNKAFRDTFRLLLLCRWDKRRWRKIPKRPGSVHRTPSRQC
OXTR potentiator: potentiates the human oxytocin receptor response; P30559; CHO-OTR cells, Fluo-8 calcium fluorescence, potentiator mode; 0% = oxytocin EC15, 100% = EC100; activation, % at 3 µM; 320,000 compounds, 0.061% hits; AID 2445;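 active = activation above that plate's cutoff, the mean activation of tested compounds plus 3 SD, cut at about 6.6% in these data, passing the limit was not always enough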;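 also: 100% uses oxytocin at 75 nM as the full agonist control; some results filed as inactive read as strong as hits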
Target sequence (P30559 whole entry, looked up): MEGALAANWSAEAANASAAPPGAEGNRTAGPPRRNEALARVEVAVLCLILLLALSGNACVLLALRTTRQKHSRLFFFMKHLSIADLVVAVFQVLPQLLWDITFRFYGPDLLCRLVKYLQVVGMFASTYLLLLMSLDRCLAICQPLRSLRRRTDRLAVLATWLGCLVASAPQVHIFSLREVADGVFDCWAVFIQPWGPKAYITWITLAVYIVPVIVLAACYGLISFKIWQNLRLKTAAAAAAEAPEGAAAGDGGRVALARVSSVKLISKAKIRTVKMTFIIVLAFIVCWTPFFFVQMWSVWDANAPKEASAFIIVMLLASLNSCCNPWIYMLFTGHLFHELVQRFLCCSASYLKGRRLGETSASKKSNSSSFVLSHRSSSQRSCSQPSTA
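Assay system: CHO cell line stably expressing human OTR. Reagent: EC15 oxytocin agonist. Dosing: single dose, 3.0 µM nominal final compound concentration. Timing: compound 6 min at room temperature before oxytocin, 100 s read. Signal: kinetic Fluo-8 calcium fluorescence. Controls: oxytocin EC15 low and EC100 high.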
M1 ag: human M1 muscarinic receptor agonism; P11229; CHO-K1 hM1, Fluo-8 calcium fluorescence, agonist mode; 0% DMSO, 100% acetylcholine EC100; activation, % at 3 µM; 360,000 compounds, 0.33% hits; AID 588814;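 active = activation above the run's mean compound activation plus 3 SD, cut at about 16% in these data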;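 also: peak over basal fluorescence ratio within a 140 s kinetic read after compound addition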
M4 ag: agonists of human muscarinic M4 receptor (CHRM4); P08173; activation, % at 3 µM; 360,000 compounds, 0.14% hits; AID 624127; CHO-K1 hM4/Gqi5, Fluo-8 calcium fluorescence; vehicle 0%, full acetylcholine response 100%;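 active = activation above the run mean over all test wells plus 3 SD, cut at about 32% in these data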;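 also: peak over basal fluorescence ratio per well then scaled between controls; 0% = DMSO wells and 100% = acetylcholine at EC100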
M1 ag parental: nonselective activator or artifact in parental CHO-K1 cells; Fluo-8 calcium fluorescence; scaled to maximal ATP response, vehicle zero; activation, % at 3 µM; 360,000 compounds, 0.48% hits; in the data active = activation above about 15%;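 also: untransfected CHO-K1 host cells lacking M1 receptor as counterscreen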
CHO-K1 Ca antag: counter-screen for M1 antagonists: effect in parental CHO-K1 cells; ATP-induced calcium, Fluo-8 fluorescence; inhibition, % at 3 µM; 360,000 compounds, 0.6% hits; AID 602250;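 active = inhibition above a per-plate cutoff, the plate's mean sample inhibition plus 3 SD, cut at about 24% in these data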;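 also: 0% = DMSO plus EC80 ATP and 100% = DMSO alone without ATP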
M4 antag: blocks acetylcholine activation of human M4 receptor | P08173 | CHO-hM4 cells, ACh EC80, Fluo-8 calcium fluorescence | inhibition, % at 3 µM | 360,000 compounds, 0.73% hits | AID 624125;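 active = inhibition above its plate's cutoff, the mean inhibition of sample wells plus 3 SD, cut at about 27% in these data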;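 also: 0% = acetylcholine EC80 with DMSO and 100% = DMSO without agonist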
M1 antag: antagonists of human M1 muscarinic receptor; P11229; CHO-K1 hM1, Fluo-8 calcium fluorescence, ACh EC80 antagonist; inhibition, % at 3 µM; 360,000 compounds, 1.3% hits; AID 588852;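 active = percent inhibition above its own plate's cutoff, namely the mean of that plate's compound wells plus 3 SD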;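 also: peak over basal fluorescence ratio during 140 s after agonist addition; 0% = ACh EC80 plus DMSO and 100% = DMSO alone without agonist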
CHO parental Ca: counter-screen: ATP calcium response change in parental CHO cells; inhibition, % at 5.6 µM; 330,000 compounds, 0.63% hits; parental CHO-K1, ATP-induced calcium, Fluo-8 fluorescence;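 active = inhibition above that plate's mean sample inhibition plus 3 SD, cut at about 26% in these data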;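 also: 0% = ATP-challenged DMSO wells and 100% = DMSO wells without ATP; some compounds past the cut are filed as inactive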
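Assay system: untransfected parental CHO cell line. Also added: ATP agonist challenge. Dosing: one dose, 5.6 µM nominal. Measured by: Fluo-8 fluorescence. Read-out: % inhibition. Benchmarks: ATP wells versus no-ATP DMSO wells. Repeats: no replicates.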
Starred values were filed as active, the others as inactive; · = not tested or not shown; & = joins results of further samples.

structure | M1 PAM | OXTR potentiator | M1 ag | M4 ag | M1 ag parental | CHO-K1 Ca antag | M4 antag | M1 antag | CHO parental Ca
CCCCc1ncc(CN2CCN(Cc3ccc(C)cc3)C(CCO)C2)[nH]1 (stereo not given) | 12 | 3 | -8 | 0 | 0.5 | -20 | 5 | -17 | -16
COc1cc(-c2nc3oc4ccccc4c(=O)c3c(=O)n2Cc2ccco2)cc(OC)c1OC | 10 | -9 | -2 | 0 | 0.5 | -7 | 0 | -12 | -24
Fc1ccccc1-n1[nH]nnc1=S | 3 | -5 | -2 | 1 | 0.5 | -16 | -9 | -5 | -13
COc1cccc(C(=O)OCn2nnc3ccccc3c2=O)c1 | -5 | 3 | 0 | 2 | 3.1 | -17 | 2 | 2 | -14
CCOC(=O)c1c(NC(=O)c2cc(CC(C)C)on2)sc(C(C)=O)c1C | 3 | -4 | -3 | 1 | 0.0 | 6 | -8 | -14 | -12
C/C(=N\NC(=S)Nc1ccc(F)cc1)C1CC1 | 1 | -5 | -7 | 0 | -0.2 | -16 | 9 | -6 | -10
Cc1ccc(OCc2cc(C(=O)N3CCc4[nH]cnc4C3c3ccccn3)no2)cc1C (stereo not given) | 1 | -7 | -3 | 2 | 2.1 | -17 | -4 | -4 | -23
COc1ccc(S(=O)(=O)NCC(c2cccnc2)N2CCN(c3ccc(F)cc3)CC2)cc1C (stereo not given) | 11 | · | -5 | -1 | 0.0 | -8 | 1 | -18 | ·
COCCN(C(=O)CSc1nnc(-c2ccc(C(C)(C)C)cc2)n1N)c1c(N)n(CC(C)C)c(=O)[nH]c1=O | 12 | 1 | -2 | 1 | 0.9 | -4 | -2 | -15 | -3
Nc1ccn([C@@H]2O[C@H](CNC(=O)[C@@H](N)CSCc3ccccc3)[C@@H](O)[C@H]2O)c(=O)n1 | 4 | · | -1 | 0 | -0.5 | 12 | -8 | -3 | ·
COC(=O)CCN1CCc2cc(N=Nc3ccc([N+](=O)[O-])cc3)ccc21 | 7 | -4 | -4 | 0 | 0.7 | 1 | 8 | -11 | -2
CCC(C)OC(=O)C[N+](C)(C)CCOC1CC2CCC1(C)C2(C)C (stereo not given) | -7 | -7 | -14 | 0 | 0.1 | 4 | 11 | 7 | 15
O=c1[nH][nH]cc1C=Nc1ccccc1O | 6 | -14 | 0 | 1 | 0.0 | 9 | 11 | -1 | -12
Cn1c(CCN2CCN(c3ccccn3)CC2)nc2cc(NC(=O)COc3ccccc3)ccc21 | -24 | -7 | 0 | 16 | 8.6 | -20 | -4 | 58* | -14
O=C(Nc1cccc(C(F)(F)F)c1)OCCN1CCN(Cc2ccccc2)CCC1=O | -7 | -18 | -2 | 12 | 5.1 | -13 | 10 | 11 | 11
O=C(COC(=O)c1ccc2c(c1)OCO2)Nc1ncc(Cl)cc1Cl | 8 | 4 | -7 | 2 | 0.7 | -5 | -8 | -10 | -10
Cc1nnc(SCc2cccc([N+](=O)[O-])c2)o1 | 6 | -3 | -13 | 1 | 0.1 | -1 | 8 | -7 | -10
CC(=O)C1C(c2ccc(Cl)cc2)c2c(noc2C)CC1(C)O (stereo not given) | 8 | 3 | -7 | 0 | 0.4 | -7 | 3 | -12 | -20
COC(=O)c1ccc(-c2ccc(C(c3c(C)[nH][nH]c3=O)c3c(C)[nH][nH]c3=O)o2)cc1 | 15 | -7 | -3 | 2 | -0.5 | 2 | -7 | -3 | 3
O=C(Nc1ccccc1)OCCCCCOC(=O)Nc1ccccc1 | -4 | -9 | -5 | 6 | 8.9 | 26* | 4 | -6 | 10
Cc1cc2nc3n(c2cc1C)CC1CC(C(=O)NCc2cccc(C(F)(F)F)c2)N(C)C31 (stereo not given) | -2 | -12 | -9 | 1 | -0.3 | -6 | 1 | 3 | -2
Cc1ccc(C2=Nc3ccccc3NC(C)(c3ccc(C)o3)C2)o1 (stereo not given) | 4 | 4 | -3 | 4 | 0.6 | 1 | 1 | 2 | -19
CCN(C(=O)COC(=O)c1cc(OC)ccc1Br)C1CCS(=O)(=O)C1 (stereo not given) | 5 | 0 | -9 | 1 | -0.5 | 7 | -7 | 2 | -12
Cc1ccccc1N1C(=O)CC2(CCCC2)CC1=O | -1 | 8 | -3 | 15 | 3.9 | 0 | -2 | 7 | 3
Cc1ccc2occ(/C=N/O)c(=O)c2c1 | 9 | -5 | -5 | 0 | -0.5 | -6 | 7 | -2 | 5
COc1ccc(CN(CC(O)COCc2ccccc2)S(=O)(=O)c2ccccc2Br)cc1 (stereo not given) | 0 | · | -1 | 3 | 0.9 | -4 | -7 | 0 | -17
Cc1onc(-c2c(Cl)cccc2Cl)c1NC(=O)NN(C)c1ccc([N+](=O)[O-])cn1 | 13 | -1 | 2 | 1 | 0.2 | -14 | -1 | -5 | -29
COCCn1cnnc1SCC(=O)c1ccc(S(=O)(=O)N2CCCC2)cc1 | -18 | -6 | -3 | 1 | 0.5 | -15 | 0 | 24 | -7
COc1ccccc1CNC(=O)c1ccc(NC2=NC3CS(=O)(=O)CC3S2)cc1 (stereo not given) | 14 | -3 | -1 | 1 | 0.4 | 0 | 2 | -14 | 5
COC(=O)CS(=O)(=O)c1cccc2cccnc12 | 1 | -1 | -5 | 1 | -0.1 | 8 | 1 | 0 | 2
O=C(CNCc1ccc(Cl)cc1)Nc1ccc(C(=O)N2CCCCCC2)cc1 | 5 | -10 | -3 | 11 | 10 | -12 | -18 | -7 | -11
Cc1ccc(S(=O)(=O)N(Cc2nccn2C)C(C)C)cc1 | 7 | -18 | -5 | 0 | 0.2 | -4 | 6 | -5 | -6
COc1ccc(S(=O)(=O)N2CCN(C(=O)c3cc(C)on3)CC2)cc1 | 4 | -5 | -3 | 2 | 0.6 | -17 | -12 | -3 | -7
O=C(CSc1nccc(=O)[nH]1)Nc1ccc2ccccc2c1 | 5 | -3 | 2 | 2 | 0.4 | -2 | -3 | -1 | -5
CCOc1ncccc1C(=O)OCC(=O)NC1CC1 | 0 | -6 | -4 | 0 | 0.1 | 2 | 1 | 2 | -5
COc1cc(C(=O)NNC(=O)c2cc(C)[nH]n2)cc(OC)c1OC | -15 | -7 | -4 | 20 | 5.0 | 14 | -9 | 9 | -8
Cc1cc(C)n(-c2ccc(C(=O)N3CC(C)OC(C)C3)cc2)n1 (stereo not given) | -5 | 1 | 1 | 2 | 0.7 | 10 | -5 | 25 | -9
CCCCCCCCCCCCN1[C@@H](CC(=O)O)c2cc(C(F)(F)F)ccc2S1(=O)=O | 0 | -5 | -2 | 0 | -0.2 | -4 | 11 | 6 | -19
CCOc1ccc(CCNC(=O)c2ccccc2OCc2c(C)noc2C)cc1OCC | 11 | -2 | -2 | 5 | 1.1 | 3 | -4 | -13 | -7
Cc1cc(OCC(=O)O/N=C(\N)c2ccccc2)ccc1Cl | -3 | 1 | -6 | 0 | 0.0 | -7 | 4 | -4 | -3
CC(C(=O)Nc1ccc(C#N)cc1)N(C)CC(=O)Nc1cccc(F)c1 (stereo not given) | 7 | -10 | -1 | 1 | -0.5 | -8 | -3 | 1 | -8
Nc1cccc2c1C(=O)N(CC(=O)NC13CC4CC(CC(C4)C1)C3)C2=O | 1 | -15 | -2 | 4 | 1.6 | -8 | -21 | 2 | -14
O=C(Cc1ccc(Br)cc1)NCCc1ccc(Cl)cc1Cl | -1 | -1 | -4 | 0 | -0.5 | 2 | -1 | 9 | -6
Cc1ccc(N(CCC#N)C(=O)CSc2ccc3c(c2)OCCO3)cc1 | 1 | -27 | -3 | 2 | 0.6 | 18 | -5 | 5 | -20
COc1ccccc1N1CCN(C(=O)CSc2ncnc3scc(-c4ccccc4)c23)CC1 | -4 | -11 | -6 | 7 | 3.8 | 2 | 2 | 5 | -39
CN(C)c1ccnc2c[cH-]cc12.[Fe].c1ccc(-[c-]2[c-](-c3ccccc3)[c-](-c3ccccc3)[c-](-c3ccccc3)[c-]2-c2ccccc2)cc1 (stereo not given) | -1&3 | -2&3 | -9&-7 | 1&1 | 0.0&0.2 | -11&-7 | 5&1 | -9&6 | -21&-11
Oc1ccc(CN2CCCCC2)c2cccnc12 | 3 | 1 | 0 | 1 | 0.7 | -15 | 4 | -31 | 0
CN1CCN(CC(=O)Nc2ccc([N+](=O)[O-])cc2Br)CC1 | 1 | -18 | -6 | 0 | 0.0 | -3 | 2 | 1 | 0
CN1/C(=C\C(=O)c2ccco2)c2ccccc2CC1(C)C | 2 | -5 | -15 | 2 | 0.9 | -11 | 3 | -9 | -11
CCC1CCC(C(=O)NC(C(=O)NCCN2CCOCC2)C(C)C)CC1 (stereo not given) | 10 | -9 | -3 | 1 | 0.1 | -4 | -2 | -11 | -18

9 compounds already listed, sorted by formula weight, highest first.
structure | M1 PAM | OXTR potentiator | M1 ag | M4 ag | M1 ag parental | CHO-K1 Ca antag | M4 antag | M1 antag | CHO parental Ca
O=C(CNCc1ccc(Cl)cc1)Nc1ccc(C(=O)N2CCCCCC2)cc1 | 5 | -10 | -3 | 11 | 10 | -12 | -18 | -7 | -11
O=C(Cc1ccc(Br)cc1)NCCc1ccc(Cl)cc1Cl | -1 | -1 | -4 | 0 | -0.5 | 2 | -1 | 9 | -6
COc1ccc(S(=O)(=O)N2CCN(C(=O)c3cc(C)on3)CC2)cc1 | 4 | -5 | -3 | 2 | 0.6 | -17 | -12 | -3 | -7
CC(C(=O)Nc1ccc(C#N)cc1)N(C)CC(=O)Nc1cccc(F)c1 (stereo not given) | 7 | -10 | -1 | 1 | -0.5 | -8 | -3 | 1 | -8
Nc1cccc2c1C(=O)N(CC(=O)NC13CC4CC(CC(C4)C1)C3)C2=O | 1 | -15 | -2 | 4 | 1.6 | -8 | -21 | 2 | -14
Cc1ccc(S(=O)(=O)N(Cc2nccn2C)C(C)C)cc1 | 7 | -18 | -5 | 0 | 0.2 | -4 | 6 | -5 | -6
CN1/C(=C\C(=O)c2ccco2)c2ccccc2CC1(C)C | 2 | -5 | -15 | 2 | 0.9 | -11 | 3 | -9 | -11
CCOc1ncccc1C(=O)OCC(=O)NC1CC1 | 0 | -6 | -4 | 0 | 0.1 | 2 | 1 | 2 | -5
Oc1ccc(CN2CCCCC2)c2cccnc12 | 3 | 1 | 0 | 1 | 0.7 | -15 | 4 | -31 | 0

Screens deposited in PubChem BioAssay by The Scripps Research Institute Molecular Screening Center.
